USP1 inh = USP1/UAF1 (human) deubiquitinase inhibition; Potency, µM (highest dose often 57.1 µM), inactives show top-dose activity change, negative = inhibition, most hits filed as inhibitors; recombinant USP1/UAF1, Ub-Rhodamine cleavage fluorescence; 390,000 tested, 0.23% active; AID 743255; also: % is scaled to controls: 0 for no effect and ±100 for the full control effect; nearly all actives have a fitted effect of over 60% in size; inactives centre near -12
Target sequence (O94782 whole entry, looked up): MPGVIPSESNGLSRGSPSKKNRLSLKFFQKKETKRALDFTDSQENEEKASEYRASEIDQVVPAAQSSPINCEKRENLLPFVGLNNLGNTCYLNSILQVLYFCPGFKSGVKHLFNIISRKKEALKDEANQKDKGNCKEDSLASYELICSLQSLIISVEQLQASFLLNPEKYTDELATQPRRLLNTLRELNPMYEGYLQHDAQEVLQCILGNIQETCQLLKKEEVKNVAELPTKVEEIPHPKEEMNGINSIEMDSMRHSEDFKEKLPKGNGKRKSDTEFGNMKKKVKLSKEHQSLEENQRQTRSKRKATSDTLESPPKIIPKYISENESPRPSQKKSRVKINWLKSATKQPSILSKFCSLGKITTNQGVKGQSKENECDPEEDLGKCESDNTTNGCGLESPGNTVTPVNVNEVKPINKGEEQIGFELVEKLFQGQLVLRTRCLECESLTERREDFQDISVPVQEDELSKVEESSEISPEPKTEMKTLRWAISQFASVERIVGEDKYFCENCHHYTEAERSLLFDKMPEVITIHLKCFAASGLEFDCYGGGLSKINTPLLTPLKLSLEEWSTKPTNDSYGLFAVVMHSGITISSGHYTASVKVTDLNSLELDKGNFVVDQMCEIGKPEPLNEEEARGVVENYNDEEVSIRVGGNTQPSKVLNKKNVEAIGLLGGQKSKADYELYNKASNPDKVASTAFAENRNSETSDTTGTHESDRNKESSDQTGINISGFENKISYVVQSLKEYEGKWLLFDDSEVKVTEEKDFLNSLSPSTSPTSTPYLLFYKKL
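1 nM enzyme complex + cpd, 15 min RT; start with Ub-Rho 150nM final; kinetic fluorescence ex 480/em 540, 6 reads q60 s. Buffer 50mM HEPES pH 7.8, 0.5mM EDTA, 0.1 mg/ml BSA, 1mM TCEP, 0.01% Tween-20.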
mIDH1 inhibitor = human IDH1 R132H inhibition; IDH1-R132H enzyme, NADPH consumption, diaphorase/resazurin fluorescence; O75874; Potency, µM (titrated, usually from 76.6 µM), for inactives: top-dose activity change, negative = inhibition, usual class: inhibitors; 390,000 tested, 0.093% active; also: % is scaled to controls: 0 for no effect and ±100 for the full control effect; nearly all actives have a fitted effect of over 65% in size
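IDH1-R132H (0.5 ug/mL) preincubated 30 min with compound, then NADPH (0.016 mM) and alpha-KG (2 mM) added; 80 min at RT, pH 7.5. Remaining NADPH coupled via diaphorase/resazurin to fluorescence (540/590 nm); concentration-response curves normalized to no-enzyme control.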
RGS4 inhibitor = blocks human RGS4-accelerated GTP hydrolysis. P49798. Transcreener GDP fluorescence polarization, RGS4-accelerated GTP hydrolysis. Potency, µM (doses to about 114 µM), for the others: at the highest dose activity change, negative = inhibition, usual class: inhibitors. 390,000 tested, 0.039% active. AID 504845; also: % is scaled to controls: 0 for no effect and ±100 for the full control effect; nearly all actives have a fitted effect of over 75% in size; some results filed as inactive show a strong effect at the top dose
Target sequence (P49798 whole entry, looked up): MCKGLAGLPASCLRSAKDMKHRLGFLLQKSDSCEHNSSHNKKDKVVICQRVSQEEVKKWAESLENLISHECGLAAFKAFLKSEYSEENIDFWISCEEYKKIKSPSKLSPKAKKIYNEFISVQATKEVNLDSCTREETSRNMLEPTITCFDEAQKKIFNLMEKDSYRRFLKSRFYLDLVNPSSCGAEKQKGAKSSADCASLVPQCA
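MLSMR compounds (23 nl, pin-transferred) preincubated 10 min at room temperature with a 500nM (2x) first reagent, then RGS4 at 900nM (2x) plus Transcreener GDP mix added; fluorescence polarization (620/688 nm) read before and after 90 min at 30 °C.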
TrxR1 substrate = is turned over as a substrate by rat TrxR1; purified TrxR1 substrate turnover, NADPH consumption readout; AID 588456; 390,000 tested, 0.01% active; Potency, µM (top dose mostly 114 µM), without a hit: top-dose activity change, negative = substrate turnover; also: % is scaled to controls: 0 for no effect and ±100 for the full control effect; nearly all actives have a fitted effect of over 50% in size
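Rat TrxR1, dispensed at 90 nM, was prereduced with 400 uM NADPH (final) for 5 min at ~22 deg C, then incubated with compound 15 min before 400 uM selenite. A first-read NADPH fluorescence drop versus no-compound background flagged substrates.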
RXFP1 agonist = RXFP1 (human) receptor agonism; Q9HBX9; HEK293T-RXFP1 cAMP TR-FRET, 30 min; response scale: percent of porcine relaxin response, buffer zero; Potency, µM (highest dose often 57.5 µM), for inactives: at the highest dose activation, actives largely listed as activators; 370,000 tested, 0.3% active; also: % is scaled to controls: 0 for no effect and ±100 for the full control effect; nearly all actives have a fitted effect of over 60% in size; many of its hits are not listed in these tables
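HEK293T cells stably expressing RXFP1 were pretreated with the PDE4 inhibitor Ro 20174, exposed to compounds for 30 min at 37C, lysed, and cAMP was read by TR-FRET. Data normalized to buffer (basal) and 29 nM porcine relaxin (100%).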
ALOX12 inh = blocks human arachidonate 12S-lipoxygenase. P18054. purified 12hLO, xylenol orange hydroperoxide absorbance. Potency, µM (highest dose often 108 µM), for inactives: at the highest dose activity change, negative = inhibition, actives largely listed as inhibitors. 580,000 tested, 1.1% active. AID 1671190; also: % is scaled to controls: 0 for no effect and ±100 for the full control effect
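Hydroperoxide product was detected by ferrous iron/xylenol orange as the 573 to 405 nm absorbance ratio. Arachidonic acid at 40 uM (final) was turned over for 30 min at room temperature by 150 nM human 12hLO, pH 7.0 Hepes buffer, after 15 min compound preincubation.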
Vif-A3F inh = blocks the Vif interaction with APOBEC3F. HeLa A3F-eYFP + Vif (tagged APOBEC3F with the HIV-1 protein that degrades it), YFP fluorescence increase. Potency, µM (highest dose often 46.1 µM), inactives show at the highest dose activity, negative = active. 390,000 tested, 0.2% active; also: % of control where 0% means no effect; nearly all actives have a fitted effect of over 65% in size
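Fluorescence increase (Ex 488/Em 500-530) after overnight compound treatment at 37 deg C flags inhibition of Vif-driven A3F-eYFP loss in stable HeLa A3F-eYFP/Vif cells seeded overnight beforehand.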
rTrxR1 inhibitor = rat TrxR1 inhibition. O89049. recombinant rTrxR1, NADPH fluorescence consumption, selenite substrate. Potency, µM (top dose mostly 114 µM), inactives show at the top dose activity change, negative = inhibition, most hits filed as inhibitors. 390,000 tested, 1% active. AID 588453; also: % is scaled to controls: 0 for no effect and ±100 for the full control effect; nearly all actives have a fitted effect of over 65% in size
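Rat TrxR1 (90 nM in the dispensed reagent) was pre-reduced with 400 uM NADPH for 5 min at room temperature, then incubated with compound for 15 min. After 400 uM selenite was added, NADPH fluorescence (Ex 340/Em 450 nm) was followed for 8 min.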
Vif-APOBEC3G blk = inhibitors of Vif-APOBEC3G interaction; HeLa A3G-eYFP + Vif (tagged APOBEC3G with the HIV-1 protein that degrades it), YFP fluorescence, overnight; Potency, µM (titrated, usually from 46.1 µM), without a hit: at the top dose activity, negative = active, actives largely listed as inhibitors; 410,000 tested, 0.076% active; AID 602310;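 also: % is scaled to controls: 0 for no effect and ±100 for the full control effect; nearly all actives have a fitted effect of over 60% in size; hits raise eYFP signal because A3G escapes Vif-driven loss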
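Read-out is eYFP fluorescence (Ex 488/Em 500-530) from Vif-expressing HeLa A3G-eYFP cells; more signal means A3G escaped Vif-mediated degradation. Cells plated overnight, compound pinned in, incubated overnight at 37 deg C.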
The depositor's hits bear a star; ? = inconclusive; ! = repeats disagree; [ ] = dose if it differs, or a comment. Calls follow the shape of the dose curve; as a rule, active = well fitted curve in the direction sought with a large enough effect; inconclusive = small, poorly fitted or top-dose-only effect, or another doubt; inactive = no such curve, though single readings can be large; an effect the other way counts as inactive or inconclusive. Potency is read from the fitted curve at half-maximal effect. An excerpt; rates above refer to the full screens.

structure | USP1 inh | mIDH1 inhibitor | RGS4 inhibitor | TrxR1 substrate | RXFP1 agonist | ALOX12 inh | Vif-A3F inh | rTrxR1 inhibitor | Vif-APOBEC3G blk
CCc1ccc(NC(=O)Cn2c(=O)n(Cc3ccccc3)c(=O)c3oc4ccccc4c32)cc1 | ? | 12% | 9% | -1% | -0.8% | -5% | -13% | 14% | 2%
Cc1cc(C)c2c(CC(=O)Nc3cc(C(F)(F)F)ccc3Cl)coc2c1 | -3% | 2% | 8% | 6% | 0.0% | -25% | 1% | 22% | 2%
CON(C)S(=O)(=O)c1ccc2c(c1)NC(=O)C1CCCN21 (stereo not drawn) | -12% | -3% | -15% | -2%[57.1 µM] | 9.6% | 0% | -15% | ? | 1%
CC(C)(C)c1ccc(-c2nc3cc(N)ccc3o2)cc1 | -6% | -1% | -1% | -5% | 7.8% | ? | 7% | -21% | 0%
COC(=O)Nc1c(-c2ccccc2)nc2ccc(C)cn12 | 2% | 2% | -17%[11.4 µM] | 62%[activator][57.1 µM] | 2.5% | 21% | 3% | 25% | 0%
COc1cc(CNc2ccc3c(c2)CCC3)cc(OC)c1O | -16% | 5% | 20% | 7% | 0.2% | 1.1µM* | -2% | 0.4µM* | 2%
Cc1ccc(-n2c(SCC(=O)NCc3cccs3)nnc2-c2ccoc2C)cc1 | -12% | 1% | -14%[11.4 µM] | 6% | 4.3% | 0% | -3% | 12% | -5%
O=C(CN(C(=O)CSc1nc2ccccc2o1)c1cccc(F)c1)NC1CCCCC1 | ? | 3% | -7% | 10% | 0.3% | 14% | 2% | 16% | -1%
COc1ccccc1CNC(=O)CCc1c(C)c2cc3c(C)c(C)oc3cc2oc1=O | 9% | 9% | 8% | 8% | -4.6% | -12% | -5% | -20% | 3%
COc1cc(NS(=O)(=O)c2ccc(NC(=S)NC(=O)c3ccc(F)c(F)c3)cc2)nc(OC)n1 | -12% | 0% | 4% | -4% | 0.1% | 13µM* | -4% | ? | 3%
CCCc1cc(=O)[nH]c2nnc(SCC(=O)NCc3ccc4c(c3)OCO4)n12 | -15% | 1% | -19% | -7% | -0.1% | ? | 8% | -11% | 3%
CCOC(=O)N1CCN(C(=O)Cc2cccc3ccccc23)CC1 | -13% | 2% | 0% | 5% | -2.2% | 1% | 0% | 28% | 0%
CCOc1ccc(C2CC(=O)c3c([nH]c(C(=O)OC4CCCCCC4)c3C)C2)cc1 (stereo not drawn) | 10% | -14% | 17% | 8%[11.4 µM] | -0.6% | -13% | 3% | 10% | 0%
O=C(Nc1cccc([N+](=O)[O-])c1)c1ccc2c(c1)OCO2 | -1% | 10% | 11% | -1% | 1.1% | ? | 6% | 10% | 0%
O=C(C1=C(O)C(=O)N(c2nc3ccc(Cl)cc3s2)C1c1ccco1)c1ccco1 (stereo not drawn) | -23% | 0% | ? | -8% | 11% | 7.9µM*! | -6% | ? | -7%
Cc1cc(N2CCN(c3nc(-c4ccccc4)cs3)CC2)c2ccccc2n1 | -13% | 2% | -10% | 5%[57.1 µM] | -1.1% | 5% | 3% | 9%[57.1 µM] | 1%
CC1CCN(Cc2c(C(=O)N/N=C/c3cc(Br)ccc3O)nnn2-c2nonc2N)CC1 | -21% | 4% | -1% | 4% | 1.3% | -6% | -2% | 20% | -19%
Cc1ccc(C(=O)OCC(=O)NN2C(=O)NC3(CCC(C)CC3)C2=O)cc1 (stereo not drawn) | 4% | -3% | 4% | -1% | 0.1% | -6% | -25% | 15% | 1%
CC(C)Cn1c(SC(C)C(=O)Nc2ccc(N3CCOCC3)cc2)nc2ccccc21 (stereo not drawn) | -23% | 7% | -25% | 0% | 1.3% | -1% | 0% | 18% | -7%
O=C(NCCc1cccc(Cl)c1)c1cccnc1 | 6% | -1% | 6% | -6% | 0.0% | 35%[activator] | -1% | -6% | 4%
O=C(CSc1nnc(NCc2ccccc2)s1)N1CCOCC1 | -4% | 0% | 2% | 1% | 0.1% | -6% | -10% | 3% | 5%
Cc1ccc(NC(=O)C(=O)Nc2ccc(C)cn2)nc1 | -10% | 0% | -16% | -7% | 1.4% | -13% | 18% | -8% | 1%
Cc1ccnc(NC(=O)CCS(=O)(=O)c2ccccc2)c1 | 1% | 12% | -1% | 1% | -0.9% | -9% | -5% | 6% | -1%
C=CCNC(=O)c1sc(SC)cc1-c1ccc(Cl)cc1 | -5% | 2% | -12% | 3%[57.1 µM] | 3.6% | 8% | -5% | 6%[57.1 µM] | -9%
CCNC(=O)COC(=O)C1CCN(S(=O)(=O)c2ccc3c(c2)OCCO3)CC1 | -22% | -2% | -1% | -2%[57.1 µM] | 0.3% | 2% | -8% | -2%[57.1 µM] | -4%
NC(N)=NC1=NC(=O)C(Cc2ccccc2)S1 (stereo not drawn) | -21% | 21% | 12% | 2% | 0.6% | -10% | 2% | 13% | -4%
Cc1cc(NC(=O)COC(=O)COc2ccc(Cl)cc2C)c([N+](=O)[O-])cc1C | -17% | 2% | -19% | -7% | -0.7% | 0% | -3% | -5% | 2%
Cc1ccc(-c2cc(C(F)F)n3ncc(C(=O)Nc4c(C)nn(Cc5c(Cl)cccc5Cl)c4C)c3n2)cc1 | -18% | -1% | -11% | 4% | -1.2% | ? | 1% | 9% | -2%
CCOc1ccc(Cl)cc1C(c1c(C)[nH][nH]c1=O)c1c(C)[nH][nH]c1=O | -27% | -1% | ? | 6% | 0.9% | 27% | -30% | 2% | -7%
Cc1cc(C)cc(OCc2nc(-c3cccnc3)no2)c1 | -16% | 2% | -37% | -1% | -0.7% | 11% | -11% | 7% | -3%

6 compounds picked at random from those above, as already listed:
structure | USP1 inh | mIDH1 inhibitor | RGS4 inhibitor | TrxR1 substrate | RXFP1 agonist | ALOX12 inh | Vif-A3F inh | rTrxR1 inhibitor | Vif-APOBEC3G blk
CC1CCN(Cc2c(C(=O)N/N=C/c3cc(Br)ccc3O)nnn2-c2nonc2N)CC1 | -21% | 4% | -1% | 4% | 1.3% | -6% | -2% | 20% | -19%
Cc1ccc(-n2c(SCC(=O)NCc3cccs3)nnc2-c2ccoc2C)cc1 | -12% | 1% | -14%[11.4 µM] | 6% | 4.3% | 0% | -3% | 12% | -5%
CC(C)Cn1c(SC(C)C(=O)Nc2ccc(N3CCOCC3)cc2)nc2ccccc21 (stereo not drawn) | -23% | 7% | -25% | 0% | 1.3% | -1% | 0% | 18% | -7%
CCCc1cc(=O)[nH]c2nnc(SCC(=O)NCc3ccc4c(c3)OCO4)n12 | -15% | 1% | -19% | -7% | -0.1% | ? | 8% | -11% | 3%
O=C(CN(C(=O)CSc1nc2ccccc2o1)c1cccc(F)c1)NC1CCCCC1 | ? | 3% | -7% | 10% | 0.3% | 14% | 2% | 16% | -1%
CCOC(=O)N1CCN(C(=O)Cc2cccc3ccccc23)CC1 | -13% | 2% | 0% | 5% | -2.2% | 1% | 0% | 28% | 0%

The list continues.
structure | USP1 inh | mIDH1 inhibitor | RGS4 inhibitor | TrxR1 substrate | RXFP1 agonist | ALOX12 inh | Vif-A3F inh | rTrxR1 inhibitor | Vif-APOBEC3G blk
Cc1cc2nc(N)sc2cc1C | -25% | 10% | 10% | 14%[57.1 µM] | -0.1% | 9% | -6% | 9%[57.1 µM] | -8%
CS(=O)(=O)c1ccccc1C(=O)Nc1ccccc1Cc1ccccc1 | -23% | -4% | 43% | 0% | 3.1% | -11% | 0% | 16% | 1%
Cc1ccc(NC(=O)COC(=O)c2sccc2C)cc1S(=O)(=O)N1CCOCC1 | -8% | 2% | 4% | -4% | 0.0% | -14% | 0% | 13% | -10%
C=C(C)c1cccc(C(C)(C)NC(=O)Nc2nnc(C(C)C)s2)c1 | -25% | -4% | 20% | 4% | -1.6% | -20% | 2% | 27% | 0%
N#Cc1ccc(CN2CCN(C(=O)CC(NC(=O)c3ccccc3)c3ccccc3)CC2)cc1 (stereo not drawn) | -10% | -5% | 21% | -9% | 1.9% | 0% | -8% | -10% | -2%
O=C(O)CCCCCCC1C(=O)NC(=O)N1CCC(O)C1CCCCC1 (stereo not drawn) | -24% | -2% | -9% | 8% | 21% | -15% | -1% | 16% | 0%
O=C(Nc1cccc2ccccc12)/C(=C/c1ccc([N+](=O)[O-])cc1)NC(=O)c1ccccc1 | -19% | -2% | -12% | -13% | -0.1% | 0% | -6% | -15% | -1%
COc1ccc(OC)c(C2CC(=O)N3CN(c4cccc(Cl)c4C)CSC3=C2C#N)c1 (stereo not drawn) | -17% | -1% | ? | 9%[57.1 µM] | 1.3% | 11µM* | 2% | ? | 0%
CN(C)/C=C/C(=O)c1ccc(Cl)cc1Cl | -3% | -2% | 15% | 5%[57.1 µM] | 3.5% | 0% | 3% | 9%[57.1 µM] | -2%
Cc1ccc(C(=O)Nc2ccc(Cl)cc2C)c(Cl)c1 | ? | 3% | 11% | 4%[57.1 µM] | -0.4% | -5% | -2% | 30%[57.1 µM] | -1%

Screening results from PubChem BioAssay.
